# sEH inh: inhibitors of human soluble epoxide hydrolase | P34913 | AID 707 | inhibition, % at 2 µM | 91,000 tested, 0.34% active | recombinant human sEH enzymatic activity assay; in the data active = inhibition above about 80%; note: values of inactives mirror those of a sister screen read the other way; many of its hits are not listed in these tables
# HUVEC inhibit: inhibitors of human endothelial cell proliferation; HUVEC proliferation, CellTiter-Glo luminescence, 72 h; stronger effect = lower value; viability, % at 10 µM (by protocol); AID 648; 86,000 tested, 1.1% active;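 active = viability at or below 30%; inactive = viability above 30%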;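 note: 100% = median luminescence of DMSO-only cell control wells on each plate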
# sEH act: activators of human soluble epoxide hydrolase. 91,000 tested, 0.04% active. activation, % at 2 µM. AID 717. purified human sEH enzymatic activity, activator screen. P34913; in the data active = activation above about 37%; note: values of inactives mirror those of a sister screen read the other way
# Fibroblast inh: blocks proliferation of human lung fibroblasts; LL 47 human lung fibroblast viability, ATP luminescence; stronger effect = lower value; AID 719; viability, % at 10 µM; 85,000 tested, 1.1% active;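 active = viability at or below 50% in the single dose screen; inactive = viability above 50%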;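 note: compound exposure lasted 72 h before the ATP readout; 100% = median luminescence of untreated cell-only wells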
#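 Assay system: human lung fibroblast line LL 47, low passage. Input: 1,150 fibroblasts seeded per well. Times: overnight cell rest, 72 h compound treatment at 37 °C. Evaluation: % viability of median cell-only signal. Technique: luminescent ATP detection, CellTiter-Glo. Control set: cell-only wells, no compound.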
# H69AR growth 86K: blocks growth of human H69AR lung tumor cells | H69AR lung tumor viability, ATP luminescence, 72 h; stronger effect = lower value | viability, % at 10 µM | 85,000 tested, 6% active | AID 598;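 active = viability at or below 40%; inactive = viability above 40%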;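 note: multidrug resistant small cell line overexpressing MRP-1 efflux transporter; 100% = mean luminescence of untreated control wells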
# S1P2 agonist: agonists of human S1P2 receptor; O95136; S1P2-expressing cell line, agonist reporter read-out; activation, % at 4.5 µM; 97,000 tested, 0.46% active; AID 729; in the data active = activation above about 16%;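 note: 0% = vehicle low control and 100% = maximal reference agonist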
# PostGolgi ctrl: inhibits growth of the yeast control strain; efflux-deficient yeast background strain, growth absorbance A615, 16 h; inhibition, % at 10 µM; 98,000 tested, 5% active; in the data active = inhibition above about 30%
# S1P2 antag: antagonists of human S1P2 receptor; O95136; cell-based S1P2 antagonist assay, inhibition at 5 uM; inhibition, % at 5 µM; 97,000 tested, 0.21% active; AID 736; in the data active = inhibition above about 45%;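 note: CRE beta-lactamase reporter cells expressing human S1P2 stimulated with S1P; 0% = agonist at EC80 alone and 100% = agonist plus reference antagonist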
# LYP act: activators of human LYP (PTPN22) phosphatase; Q9Y2R2; recombinant LYP, DiFMUP fluorescence; 0 = plate median, 100 = signal doubled; activation, % at 2 µM; 96,000 tested, 0.11% active; AID 697;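 active = activation at 2 µM above a set limit, the mean plus 5 SD, cut at about 37% in these data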
# Target sequence (Q9Y2R2 whole entry, looked up): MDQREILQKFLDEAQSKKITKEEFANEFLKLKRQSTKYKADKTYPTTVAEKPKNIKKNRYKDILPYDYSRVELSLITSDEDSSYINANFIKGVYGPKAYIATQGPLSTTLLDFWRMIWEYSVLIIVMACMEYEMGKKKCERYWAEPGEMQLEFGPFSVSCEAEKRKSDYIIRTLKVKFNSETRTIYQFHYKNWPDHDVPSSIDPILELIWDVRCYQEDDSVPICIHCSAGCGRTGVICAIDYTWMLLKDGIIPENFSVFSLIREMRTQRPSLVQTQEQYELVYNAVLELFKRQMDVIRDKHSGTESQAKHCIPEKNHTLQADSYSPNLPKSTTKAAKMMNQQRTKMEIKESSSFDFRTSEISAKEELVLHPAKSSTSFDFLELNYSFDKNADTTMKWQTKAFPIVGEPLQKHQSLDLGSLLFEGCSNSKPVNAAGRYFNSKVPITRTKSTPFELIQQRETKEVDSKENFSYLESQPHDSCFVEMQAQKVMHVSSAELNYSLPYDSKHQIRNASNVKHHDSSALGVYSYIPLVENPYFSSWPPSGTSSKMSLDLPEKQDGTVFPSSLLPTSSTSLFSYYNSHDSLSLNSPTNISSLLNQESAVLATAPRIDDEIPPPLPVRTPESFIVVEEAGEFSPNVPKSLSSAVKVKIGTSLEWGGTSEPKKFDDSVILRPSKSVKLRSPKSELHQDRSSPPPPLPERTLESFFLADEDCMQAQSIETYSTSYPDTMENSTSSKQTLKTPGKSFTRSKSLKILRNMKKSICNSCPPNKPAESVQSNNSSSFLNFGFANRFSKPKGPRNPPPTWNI
# Starred values were filed as active, the others as inactive; . = no result given. Not all compounds are listed (hit frequency here may not be typical).
# Assay codes: A = sEH inh; B = HUVEC inhibit; C = sEH act; D = Fibroblast inh; E = H69AR growth 86K; F = S1P2 agonist; G = PostGolgi ctrl; H = S1P2 antag; I = LYP act
SMILES: CN(C)S(=O)(=O)N(CC(=O)N(Cc1ccccc1)Cc1ccccc1)c1ccccc1
  A: -16 | B: 85 | C: 13 | D: 96 | E: 84 | F: -3 | G: 34* | H: -8 | I: -11

SMILES: CC(=O)Nc1ccc(S(=O)(=O)Nc2nnc(C3CCCCC3)s2)cc1
  A: . | B: 91 | C: . | D: 103 | E: 96 | F: . | G: -1 | H: . | I: .

SMILES: O=C(NCc1ccco1)c1cc(S(=O)(=O)N2CCCc3ccccc32)ccc1Cl
  A: 0 | B: . | C: 2 | D: . | E: . | F: -5 | G: 9 | H: 18 | I: -1

SMILES: CCOc1ccc(NC(=O)C(C)Sc2nnc(C)n2C)cc1 (configuration not stated)
  A: -18 | B: 111 | C: 17 | D: 95 | E: 96 | F: -3 | G: 16 | H: 4 | I: 18

SMILES: CCSCCNC(=O)c1cc(-n2cnnc2)ccc1Cl
  A: 6 | B: 104 | C: 0 | D: 109 | E: 91 | F: -4 | G: 18 | H: -23 | I: 1

SMILES: CCOCCCN1C(=O)CN(C2CCCCC2)C(=O)C1c1ccc(OC)c(OC)c1 (configuration not stated)
  A: 2 | B: 117 | C: -4 | D: 102 | E: 85 | F: -12 | G: -4 | H: -2 | I: 10

SMILES: Cc1ccc(C(=O)OCc2cn3ccccc3n2)cc1
  A: . | B: 106 | C: . | D: 101 | E: 100 | F: . | G: -3 | H: . | I: .

SMILES: CCOC(=O)C1CCCN(c2c(NCCN3CCCCC3CC)c(=O)c2=O)C1 (configuration not stated)
  A: 8 | B: 103 | C: -8 | D: 107 | E: 100 | F: -4 | G: 0 | H: 16 | I: -4

SMILES: CCN(CC)CCCC(C)NC1=NCCCCC1 (configuration not stated)
  A: -9 | B: 96 | C: 7 | D: . | E: 97 | F: -10 | G: 10 | H: 3 | I: 17

SMILES: COCC(C)OC(=O)c1c(N)n(CC(C)C)c2nc3ccccc3nc12 (configuration not stated)
  A: 0 | B: 92 | C: -4 | D: 104 | E: 41 | F: 4 | G: 15 | H: -49 | I: 5

SMILES: O=C1OC(c2cccs2)=N/C1=C\c1ccc(-c2ccccc2Cl)o1
  A: 4 | B: . | C: -5 | D: . | E: . | F: -3 | G: 2 | H: 2 | I: 6

SMILES: Cc1nc2ccccc2c2c1C(=O)N(Cc1cccnc1)C2=O
  A: -3 | B: 100 | C: 5 | D: 100 | E: 97 | F: 1 | G: 11 | H: -37 | I: 7

SMILES: CCc1ccc(-c2cc(C(F)(F)F)n3nc(C(=O)Nc4c(C)nn(Cc5ccc(F)cc5)c4C)cc3n2)s1
  A: -10 | B: . | C: 12 | D: . | E: . | F: 7 | G: 25 | H: -35 | I: -15

SMILES: CCOC(=O)Cn1cnc2c(nnn2-c2ccc(C)cc2)c1=O
  A: 2 | B: 101 | C: -2 | D: 104 | E: 96 | F: -1 | G: -1 | H: 24 | I: -4

SMILES: COc1ccc(CNC(=O)CN(Cc2ccc(C)cc2)S(=O)(=O)c2ccc(Cl)cc2)cc1
  A: 4 | B: 88 | C: -5 | D: 100 | E: 79 | F: -2 | G: 5 | H: -1 | I: 6

SMILES: COc1ccc(C(=O)c2ccc(N3CCN(C4CC(=O)NC4=O)CC3)cc2)cc1F (configuration not stated)
  A: -13 | B: 93 | C: 10 | D: 97 | E: 78 | F: -4 | G: -2 | H: -6 | I: -18

SMILES: Cc1ccc2nc(-c3ccccn3)cc(C(=O)NC3CCN(C)CC3)c2c1
  A: -6 | B: 97 | C: 9 | D: 100 | E: 95 | F: 1 | G: 1 | H: -16 | I: 10

SMILES: Nc1ncc(-c2cc3ccccc3oc2=O)s1
  A: 11 | B: 97 | C: -11 | D: 95 | E: 79 | F: -12 | G: 3 | H: 2 | I: -3

SMILES: Cc1nc(SCc2ccccc2)c(C(F)(F)F)c(=O)[nH]1
  A: . | B: 80 | C: . | D: 93 | E: 83 | F: -5 | G: -1 | H: -15 | I: 5

SMILES: CCCCCCC(=O)Nc1nc(C)c(-c2csc(Nc3cc(Cl)ccc3OC)n2)s1
  A: 24 | B: . | C: -23 | D: . | E: . | F: -4 | G: 0 | H: 8 | I: -6

SMILES: CCOC(=O)c1cc(-c2cccs2)nn1CCC#N
  A: 11 | B: 98 | C: -12 | D: 100 | E: 95 | F: -4 | G: 24 | H: 1 | I: -7

SMILES: COC(=O)c1ccc(Oc2nc(C(N)=O)cc(-c3ccccc3)n2)cc1
  A: -5 | B: 101 | C: 2 | D: 99 | E: 12* | F: -5 | G: 21 | H: -3 | I: -3

SMILES: CCN(Cc1ccccc1)C(=O)CC1Oc2ccccc2NC1=O (configuration not stated)
  A: . | B: 97 | C: . | D: 97 | E: 94 | F: -7 | G: 4 | H: -2 | I: 0

SMILES: Cc1nn(CCC(=O)O)c(C)c1C
  A: 0 | B: 106 | C: 2 | D: 101 | E: 96 | F: -5 | G: 6 | H: -13 | I: 3

SMILES: Cc1ccc(S(=O)(=O)N2CCCC2C(=O)N(C)Cc2cccs2)cc1 (configuration not stated)
  A: 5 | B: 95 | C: -3 | D: 102 | E: 99 | F: 2 | G: 0 | H: 17 | I: -2

# The list goes on, overlapping the part above by five compounds.
# Sequence of screens – sEH inh	HUVEC inhibit	sEH act	Fibroblast inh	H69AR growth 86K	S1P2 agonist	PostGolgi ctrl	S1P2 antag	LYP act
> CCOC(=O)c1cc(-c2cccs2)nn1CCC#N
  11	98	-12	100	95	-4	24	1	-7
> COC(=O)c1ccc(Oc2nc(C(N)=O)cc(-c3ccccc3)n2)cc1
  -5	101	2	99	12*	-5	21	-3	-3
> CCN(Cc1ccccc1)C(=O)CC1Oc2ccccc2NC1=O (configuration not stated)
  .	97	.	97	94	-7	4	-2	0
> Cc1nn(CCC(=O)O)c(C)c1C
  0	106	2	101	96	-5	6	-13	3
> Cc1ccc(S(=O)(=O)N2CCCC2C(=O)N(C)Cc2cccs2)cc1 (configuration not stated)
  5	95	-3	102	99	2	0	17	-2
> O=C1c2cccc3cccc(c23)C(=O)N1c1cccnc1
  -10	104	9	102	82	-9	2	11	-3
> COc1cccc(NC(=O)CSc2nnc(-c3cc(C)n(-c4ccccc4)c3C)o2)c1
  7	58	-5	85	80	0	14	-9	-3
> CCn1cc(C(C)(C)C)c(C#N)c1NC(C)=O
  -7	98	9	104	103	-7	5	11	1
> CCOc1cc(CNc2ncnc3nc[nH]c23)ccc1OC
  .	101	.	96	67	.	25	.	.
> C=CCn1c(N)c(C(=O)Nc2ccccc2OC)sc1=S
  -11	87	8	88	75	-6	22	28	-3
> COc1ccc(Nc2ccc3nnc(-c4ccc(Br)cc4)n3n2)cc1
  7	.	-6	.	.	-11	9	19	-6
> CCCCCCOc1ccc(-c2ccc(C#N)cn2)cc1
  -14	.	18	.	.	-3	20	0	9
> CC(=O)Nc1ccc2c(c1)nc1n2CCOC1
  6	99	-5	105	69	-1	-8	-7	-4
> O=C(NCc1cccnc1)C1CCN(S(=O)(=O)N2CCC3(CC2)OCCO3)CC1
  6	107	-5	95	87	-6	19	7	12
> O=C(NCCC1=CCCCC1)c1coc(=O)c(Br)c1
  -3	.	4	.	.	-4	21	36	8
> OC(CC1CC12c1ccccc1-c1ncccc12)(c1ccccc1)c1ccccc1 (configuration not stated)
  -10	77	10	76	68	-2	45*	3	9
> CCNc1nc(Cl)nc(N(NC(C)=O)C(C)CC)n1 (configuration not stated)
  2	94	-1	94	102	-1	3	-25	-8
> CCN(CC)C(=O)C1CCCN(c2ccc([N+](=O)[O-])cc2/C=N/NC(=O)c2cccc(O)c2)C1 (configuration not stated)
  10	.	-9	.	.	-3	-3	-7	-1
> CC(C)CCNC(=O)NC(=O)COC(=O)/C=C/c1cnc2ccccc2n1
  18	.	-17	.	.	-3	5	-1	-4
> O=C1c2ccccc2C(=O)N1Cc1nc(-c2ccncc2)no1
  .	99	.	111	104	.	10	.	.
> C=CCn1c(SCC(=O)Nc2cccc3ccccc23)nc(O)c(CC)c1=O
  -23	81	19	96	68	2	-4	14	4
> CCCCOC(=O)C1=C(C)Nc2ncnn2C1c1ccc(OC)c(OC)c1OC (configuration not stated)
  8	.	-5	.	.	-3	2	-1	-7
> CC(C)N(C(=O)COc1ccc(Br)cc1Cl)C(C)C
  -6	100	7	113	99	1	18	2	9
> CS(=O)(=O)N(CC(=O)Nc1cccc(F)c1)c1cccc([N+](=O)[O-])c1
  4	.	-5	.	.	-9	5	16	-2
> COc1cc2[nH]c3c(N4CCN(c5ccccn5)CC4)ncnc3c2cc1OC
  -13	45	12	69	24*	5	11	27	-3

# Some values from the results shown:
# `CC(C)CCNC(=O)NC(=O)COC(=O)/C=C/c1cnc2ccccc2n1` | PostGolgi ctrl = 5
# `O=C1c2ccccc2C(=O)N1Cc1nc(-c2ccncc2)no1` | HUVEC inhibit = 99
# `CC(C)N(C(=O)COc1ccc(Br)cc1Cl)C(C)C` | S1P2 antag = 2
# `COc1ccc(Nc2ccc3nnc(-c4ccc(Br)cc4)n3n2)cc1` | sEH act = -6
# `CCCCOC(=O)C1=C(C)Nc2ncnn2C1c1ccc(OC)c(OC)c1OC` (configuration not stated) | LYP act = -7

# New compounds follow
# Sequence of screens – sEH inh	HUVEC inhibit	sEH act	Fibroblast inh	H69AR growth 86K	S1P2 agonist	PostGolgi ctrl	S1P2 antag	LYP act
> c1ccc(Cn2ccc(-c3cnc(-c4ccccc4)s3)n2)cc1
  -24	93	23	92	81	-6	13	-12	14
> CCc1ccc(OCC(=O)NC(NC(=S)Nc2ccc(C)cc2C)C(Cl)(Cl)Cl)cc1 (configuration not stated)
  -1	.	4	.	.	-6	-2	-9	-4
> C#CCn1c(S(=O)(=O)Cc2ccc(F)cc2)nc(-c2ccccc2)c1-c1ccccc1
  -12	.	10	.	.	-6	25	-16	45*
> COc1ccccc1-c1nc2n(n1)C(c1ccccc1Cl)C(C(N)=O)=C(C)N2 (configuration not stated)
  -11	91	10	93	95	-1	24	7	1
> CCCCC(=O)NC(N1CCCCC1)C(Cl)(Cl)Cl (configuration not stated)
  -3	.	6	.	.	-4	4	-5	1
> O=C1CCCCCC1C1(O)C(=O)Nc2ccccc21 (configuration not stated)
  11	90	-8	98	89	-5	-4	3	4
> Cc1ccc(C2=NN3C(C2)c2ccccc2OC32C(=O)Nc3ccccc32)cc1 (configuration not stated)
  10	79	-7	84	63	-15	18	-7	-4
> COc1ccccc1OCc1nnc(SCC(=O)NCc2ccco2)n1-c1ccccc1
  -3	92	5	99	98	-4	.	19	-8
> Cc1ccccc1-n1c(SCC(=O)Nc2ccc3c(c2)OCO3)nnc1-c1ccccn1
  18	83	-16	101	75	4	.	-42	4
> CCCOc1c(OC)cccc1C1CC(=O)Nc2cc(OC)c(OC)c(OC)c21 (configuration not stated)
  9	58	-9	88	86	-3	16	1	5
> CC1(C)CC(=O)C2=C(C1)N(c1ccccc1)C(N)=C(C#N)C2c1cccnc1 (configuration not stated)
  -16	93	16	86	35*	-4	5	3	6
> Cc1ccc(OCCCC(=O)Nc2ccc(Br)cc2)cc1
  79	.	-79	.	.	-8	6	9	8
> Cc1ccc(CCNC(=O)CN2CCN(Cc3ccccc3F)C2=O)cc1
  -8	94	10	105	90	-4	7	-14	10
> Cn1ccnc1Sc1nnnn1-c1ccccc1
  .	92	.	97	101	.	4	.	.
> CCN1C(=O)N(C)C2(c3ccccc3)N(C)C(=O)N(C)C12c1ccccc1 (configuration not stated)
  0	88	-2	93	83	-5	2	4	0
> CCOC(=O)C1CCN(C(=O)c2sc3ncnc(N4CCC(C)CC4)c3c2C)CC1
  -4	88	5	98	60	-5	.	-13	-4
> COc1ccc(CC(=O)NNC(=O)c2ccoc2C)cc1OC
  -3	.	6	.	.	-6	-5	10	-4
> CC(C)C(c1nnnn1C1CCCCC1)N1CCCc2ccccc21 (configuration not stated)
  8	99	-3	86	99	-6	.	-3	2
> COC(=O)c1c(-c2ccc(OC)c(OC)c2)csc1N
  10	79	-11	95	99	-7	0	-11	-7
> Cc1ccccc1NC1=C(Cl)C(=O)OC1OC(=O)c1ccco1 (configuration not stated)
  -6	76	1	101	9.9*	-3	1	-1	2
